TRPM1 prom inh = inhibitors of MITF-driven TRPM1 promoter in melanoma cells. SK-MEL-5 TRPM1 promoter luciferase, 24 h. inhibition, % at 12.5 µM. 0.83% of 330,000 active. AID 488899;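 active = mean inhibition across replicates of 60% or more, whatever share of single replicates reaches that level; inconclusive = some that reach 60%, reason not given; inactive = mean inhibition across replicates below 60%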; note: values of inactives mirror those of a sister screen read the other way
Shn3 inh set2 = inhibitors of Schnurri-3 3'UTR reporter in osteoblasts. Clone20 osteoblast Shn3 3'UTR firefly luciferase, 24 h. inhibition, % at 12.5 µM. 0.52% of 360,000 active;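 active = mean inhibition of at least 75% with every replicate also reaching 75%; inconclusive = mean inhibition at least 75% but some replicate below; inactive = mean inhibition below 75%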;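 note: 0% = median of neutral control wells and 100% = pilot-screen positive control compound; some compounds past the cut are filed as inactive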
CF NFkB inh = blocks PAF-induced NF-kB reporter in cystic fibrosis cells; KKLEB NF-kB-GFP reporter, GFP fluorescence overnight; inhibition, % at 5 µM; 0.86% of 360,000 active; AID 588850;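 active = at least 50% inhibition at 5 µM, scaled per plate between neutral and stimulator controls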;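 note: PAF is a Pseudomonas aeruginosa culture filtrate used as stimulus; plate controls were PAF-stimulated DMSO wells for no effect and unstimulated DMSO wells for full effect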
TRAIL sens C8 = caspase-8 TRAIL sensitization; NB7+C8 cells + TRAIL, ATPlite viability luminescence; inhibition (viability loss, TRAIL sensitization), % at 10 µM; 1% of 360,000 active; AID 624354;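 active = compounds causing at least 50% loss of cell viability in the single-dose screen, relative to plate controls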
EBV LMP1 NFkB = reduces LMP1-driven NF-kappaB luciferase signal; LMP1-induced NF-kappaB luciferase reporter cells, luminescence; inhibition, % at 12.5 µM; 0.69% of 350,000 active; in the data active = inhibition above about 41%; inconclusive = no clear call, values can overlap the other calls;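 note: 0% = neutral control wells and 100% = reference inhibitor control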
Peg3 promoter = reduces Peg3 promoter-driven luciferase expression in HeLa; HeLa PEG-Prom luciferase reporter, luminescence, overnight; inhibition, % at 20 µM; 1.7% of 360,000 active;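 active = inhibition of at least 50% at 20 µM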
hiPSC survival = hiPSC single-cell survival enhancement. ATPlite luminescence; 100% = ROCK inhibitor wells, 0% = DMSO. 0.044% of 360,000 active. survival enhancement, % at 20 µM. AID 602274; in the data active = survival enhancement above about 18%;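 note: cells exposed to compounds for 16 hours before the ATP read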
NR2E3 ag-1 = activates human photoreceptor nuclear receptor NR2E3; Q9Y5X4; GST-NR2E3/biotin-RetCOR TR-FRET, 1536-well; inhibition of corepressor binding, % at 4.78 µM; 0.12% of 320,000 active; AID 2300;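 active = percent inhibition above the cutoff of mean plus 3 SD of all tested compounds, set per screening campaign, cut at about 20% in these data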;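 note: 0% = DMSO wells and 100% = biotin wells as full block of FRET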
Target sequence (Q9Y5X4 whole entry, looked up): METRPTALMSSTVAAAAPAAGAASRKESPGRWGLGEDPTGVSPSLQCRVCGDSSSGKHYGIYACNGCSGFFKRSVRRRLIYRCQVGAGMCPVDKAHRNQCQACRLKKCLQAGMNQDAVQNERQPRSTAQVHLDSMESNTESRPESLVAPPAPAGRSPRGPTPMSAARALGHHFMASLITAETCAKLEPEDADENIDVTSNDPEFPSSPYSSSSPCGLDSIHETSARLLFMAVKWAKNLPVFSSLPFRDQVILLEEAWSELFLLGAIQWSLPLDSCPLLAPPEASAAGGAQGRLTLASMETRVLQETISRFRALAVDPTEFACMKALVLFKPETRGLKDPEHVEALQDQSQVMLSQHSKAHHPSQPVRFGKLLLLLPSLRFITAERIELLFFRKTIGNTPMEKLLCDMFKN
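Material: NR2E3–RetCOR corepressor complex / Amount: 1.35 nM GST-NR2E3 / Medium: Tris pH 7.5 / Compound: single nominal compound dose of 4.8 µM / Incubation: 5 h at 4 °C / Technique: TR-FRET, Eu(K)-anti-GST donor, streptavidin-D2 acceptor, ex 340, em 617/671 nm / Read-out basis: percent loss of FRET ratio relative to control wells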
KKLEB cytotox = counter-screen for CF NF-kB inhibitors: cytotoxicity; 0.36% of 360,000 active; activity change (cytotoxicity), % at 5 µM; KKLEB CF airway cells viability, ATPlite luminescence, overnight; active compounds read low; cells stimulated with P. aeruginosa culture filtrate;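 active = corrected activity change at or below -50% at 5 µM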
HIF-2a inh = inhibitors of HIF-2a; 786-0 RCC cells HIF-2a reporter, luciferase luminescence, overnight; inhibition, % at 18.8 µM; 0.72% of 360,000 active; AID 624352;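 active = inhibition of the luminescence signal of 40% or more relative to plate controls, in a single-dose primary screen at 18.75 µM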
NR2E3 ag-2 = agonists of human NR2E3 nuclear receptor | 0.35% of 360,000 active | AID 602229 | inhibition of corepressor binding, % at 3.98 µM | Q9Y5X4 | CHO-S Gal4-NCOR/VP16-NR2E3 two-hybrid, luciferase;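 active = inhibition above the mean of all tested compounds plus 3 SD, cut at about 70% in these data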;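 note: 0% = DMSO with NR2E3 transfected cells and 100% = cells lacking NR2E3 construct; higher means lower luciferase signal from less NR2E3 corepressor binding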
Starred values were filed as active, the others as inactive; ? = inconclusive; nt = no result given. The list is partial; the hit share may differ from the screen's.

Start of the listing, in advance, 6 compounds:
item	smiles	TRPM1 prom inh	Shn3 inh set2	CF NFkB inh	TRAIL sens C8	EBV LMP1 NFkB	Peg3 promoter
1	CC1(C)Cc2cccc(OCC(=O)Nc3cc(S(C)(=O)=O)ccc3Cl)c2O1	4	16	-4	2	-5	-1
2	CC(C)CN1CCC(=O)N(CCSc2ccccc2)CC1	-80	-216	-11	-4	-26	-273
3	CCOC(=O)CN1C(=O)N[C@@H](c2ccccc2)[C@@H](C(=O)OC)[C@H]1C	5	-26	-16	3	-5	1
4	CCCCN(C(=O)c1cc(-c2ccco2)nc2ccccc12)c1c(N)n(CCC)c(=O)[nH]c1=O	-6	-1	4	-28	1	-17
5	COc1ccc(NC(=O)c2ccc(-c3ccc(F)cc3)o2)cc1OC	nt	3	-31	2	0	-53
6	CC1=C(C)CC(C(=O)NCC(=O)c2ccccc2)C(C(=O)O)C1 (centres undefined)	-20	-41	11	9	-6	-103

item	hiPSC survival	NR2E3 ag-1	KKLEB cytotox	HIF-2a inh	NR2E3 ag-2
1	-0.2	1	12	3	23
2	-0.8	8	11	-173	-83
3	1.3	4	13	4	-17
4	-0.5	0	2	16	6
5	0.5	nt	5	-51	3
6	-1.6	-1	6	-102	-23

The list itself (from the top)
item	smiles	TRPM1 prom inh	Shn3 inh set2	CF NFkB inh	TRAIL sens C8	EBV LMP1 NFkB	Peg3 promoter
1	CC1(C)Cc2cccc(OCC(=O)Nc3cc(S(C)(=O)=O)ccc3Cl)c2O1	4	16	-4	2	-5	-1
2	CC(C)CN1CCC(=O)N(CCSc2ccccc2)CC1	-80	-216	-11	-4	-26	-273
3	CCOC(=O)CN1C(=O)N[C@@H](c2ccccc2)[C@@H](C(=O)OC)[C@H]1C	5	-26	-16	3	-5	1
4	CCCCN(C(=O)c1cc(-c2ccco2)nc2ccccc12)c1c(N)n(CCC)c(=O)[nH]c1=O	-6	-1	4	-28	1	-17
5	COc1ccc(NC(=O)c2ccc(-c3ccc(F)cc3)o2)cc1OC	nt	3	-31	2	0	-53
6	CC1=C(C)CC(C(=O)NCC(=O)c2ccccc2)C(C(=O)O)C1 (centres undefined)	-20	-41	11	9	-6	-103
7	C=CCn1c(O)c(N=NC(=S)Nc2ccccc2F)c2cc(S(=O)(=O)N3CCOCC3)ccc21	14	?	6	11	52*	20
8	O=C(NCc1ccccc1Cl)C(=O)NCC1OCCCN1S(=O)(=O)c1cccs1 (centres undefined)	-3	12	2	-30	0	10
9	COc1cccc(N(CC(=O)NCCSc2ccc(Cl)cc2)S(C)(=O)=O)c1	14	2	-5	2	-8	24
10	CCN(CC)C(=O)Oc1ccc2ccccc2c1Cl	-48	-39	-10	49	3	-142
11	COc1ccccc1OC(C)C(=O)Nc1ccc(S(=O)(=O)N2CCN(C)CC2)cc1 (centres undefined)	7	5	17	1	-8	7
12	COc1ccc(-c2noc(N3CCC(C(=O)NCCCN4CCCC(C)C4)CC3)n2)cc1 (centres undefined)	nt	11	6	-12	-4	-43

item	hiPSC survival	NR2E3 ag-1	KKLEB cytotox	HIF-2a inh	NR2E3 ag-2
1	-0.2	1	12	3	23
2	-0.8	8	11	-173	-83
3	1.3	4	13	4	-17
4	-0.5	0	2	16	6
5	0.5	nt	5	-51	3
6	-1.6	-1	6	-102	-23
7	-0.5	-1	-4	21	30
8	1.8	0	2	2	-1
9	-1.3	2	0	30	-18
10	-1.5	3	2	-259	-17
11	0.2	-1	-14	19	4
12	-3.2	-1	-2	-46	-9

Carrying on:
item	smiles	TRPM1 prom inh	Shn3 inh set2	CF NFkB inh	TRAIL sens C8	EBV LMP1 NFkB	Peg3 promoter
13	CCc1ccccc1NC(=O)CN(C)C(=O)c1cc(C2CC2)nc2c1cnn2C(C)C	6	0	3	-13	2	1
14	CS(=O)(=O)Nc1ccccc1C(=O)O	7	5	10	-3	0	12
15	CCc1ccc(C2c3[nH]c4ccccc4c3CCN2C(=O)CNC(N)=O)cc1 (centres undefined)	20	13	-18	-1	-2	17
16	CCCc1ccc2c(N)c(C#N)sc2n1	-26	0	2	-14	-6	-85
17	CCN(CC)c1ccc(C(=O)NNC(=O)CCNC(=O)c2ccccc2)cc1	-17	-15	2	11	0	-58
18	Cc1ccc(C(=O)N2CCN(S(=O)(=O)c3ccccc3)CC2)s1	0	-12	-8	-3	1	13
19	O=[N+]([O-])c1ccc(Cl)c(/C=N/n2c(C3CCCCC3)n[nH]c2=S)c1	14	-2	-3	5	-12	6
20	COc1ccc(C2C3=C(CC(C)(C)CC3=O)Oc3ncn4nc(-c5cccnc5)nc4c32)cc1 (centres undefined)	-5	5	1	13	-7	16
21	O=[N+]([O-])c1ccc(Cl)cc1N1CCCC1	4	-5	7	-3	-11	11
22	Cc1c(Cl)cnc(NC(=O)COC(=O)c2ccc3ncsc3c2)c1Cl	27	-15	19	3	13	-6
23	CC(=O)c1c(C)[nH]c(C(=O)NCCC2=CCCCC2)c1C	-43	-19	10	11	-23	-284
24	O=C(C1CCCO1)N1CCN(S(=O)(=O)c2ccc(Cl)cc2)CC1 (centres undefined)	-5	1	10	10	-12	16

item	hiPSC survival	NR2E3 ag-1	KKLEB cytotox	HIF-2a inh	NR2E3 ag-2
13	-0.5	-1	1	2	-2
14	-0.7	-2	7	14	-18
15	0.1	1	-7	36	0
16	1.3	2	1	-104	0
17	-0.6	4	10	-42	10
18	0.7	0	2	14	12
19	4.1	4	-5	17	-6
20	0.3	0	5	26	-23
21	-0.1	1	3	10	-9
22	2.6	4	-6	38	-27
23	-2.2	1	-10	-220	-144
24	0.3	-1	2	18	-26

(list continues)
item	smiles	TRPM1 prom inh	Shn3 inh set2	CF NFkB inh	TRAIL sens C8	EBV LMP1 NFkB	Peg3 promoter
25	CCOc1nc(Nc2ccc(Cl)cc2)nc(OCC)n1	-5	22	13	7	11	12
26	CC(C)(CO)NS(=O)(=O)c1ccc2c(c1)C(=NO)c1cc(S(=O)(=O)NC(C)(C)CO)ccc1-2	7	-5	7	-4	0	18
27	Cc1ccc(Cl)cc1N(CC(=O)N1CCOCC1)S(C)(=O)=O	5	2	1	-9	-1	14
28	COC(=O)C1=C(C(=O)OC)[C@@H]2N(C)c3ccc(OC)cc3[C@@]23C[C@@H](C(=O)OC)N(S(=O)(=O)c2ccc(OC)cc2)C3=N1	-13	1	13	-10	8	2
29	CC(C)c1ccc(NS(=O)(=O)c2ccc(-n3cccn3)cc2)cc1	-6	39	21	-12	-5	-11
30	CCOC(=O)C1(Cc2ccccc2)CCCN(C(=O)C=C(C)C)C1 (centres undefined)	-79	-98	-8	0	-14	-217
31	COc1ccc(-c2n(CC(=O)OC3CC(C)CCC3C(C)C)c3ccccc3[n+]2C)cc1 (centres undefined)	91*	92*	60*	46	23	77*
32	CCN1CCN(c2cc(=O)n(-c3cc(Cl)ccc3C)c(=O)[nH]2)CC1	3	-15	-6	3	-2	11
33	N#CCCn1cc(/C=C/C(=O)O)c(-c2ccc(F)cc2)n1	8	13	-10	-9	-14	-2
34	Cn1c(SCC(=O)c2cc(Cl)c(Cl)s2)nnc1-c1ccco1	-3	4	-6	-3	-5	-1
35	O=C(O)CC(CNC(=O)C1CCCN1C(=O)OCc1ccccc1)c1ccccc1 (centres undefined)	-9	5	-5	-3	3	11
36	O=C(N/C(=C\c1cccc(Br)c1)C(=O)N1CCCCC1)c1ccco1	-5	13	-23	7	-6	8

item	hiPSC survival	NR2E3 ag-1	KKLEB cytotox	HIF-2a inh	NR2E3 ag-2
25	2.0	3	-10	9	-13
26	-0.1	2	3	16	-7
27	-0.6	1	6	16	0
28	3.1	-2	-8	4	-23
29	0.8	0	-2	-24	18
30	-0.3	4	0	-208	-84
31	-5.3	nt	-54*	5	6
32	4.8	0	8	-5	-8
33	2.3	3	2	18	-5
34	-0.2	-2	6	10	3
35	1.2	nt	8	14	0
36	1.3	1	-5	13	-10

Remaining list, next part:
item	smiles	TRPM1 prom inh	Shn3 inh set2	CF NFkB inh	TRAIL sens C8	EBV LMP1 NFkB	Peg3 promoter
37	Cc1ccc(S(=O)(=O)Cn2nnnc2CN2CCCC3(CCCCC3)C2)cc1	-8	-3	12	-8	-8	31
38	Nc1c(C(=O)NCc2ccc3c(c2)OCO3)nnn1Cc1ccc(Br)cc1	3	-11	14	-16	9	1
39	CCCCN(CC)c1nc(N)c(C#N)c(CC#N)c1C#N	-1	10	-5	-14	-5	5
40	COc1cc(CNCc2ccccc2C(F)(F)F)cc(OC)c1	12	2	25	2	-11	6
41	COc1ccc(-n2c(COc3ccccc3)nnc2SCC(N)=O)cc1	1	4	-12	-11	30	28
42	O=C(c1ccc2c(c1)N(Cc1ccc(F)cc1)C(=O)c1ccccc1S2(=O)=O)N1CCN(c2ccccn2)CC1	8	-1	17	16	26	25
43	Cc1nc2[nH]c(=S)[nH]c(=O)c2nc1C	7	-9	22	4	0	7
44	Cc1ccc(NC(=O)c2cn(-c3cccc(C)n3)cn2)cc1	-113	-38	-16	-10	-20	-356
45	O=C(COC(=O)c1cccc(Br)c1)NC(=O)NC1CCCC1	1	17	-4	-3	-5	-11
46	C=CCNc1ncnc2c1[nH]c1ccc(C)cc12	-48	18	-2	17	1	-271
47	COc1ccccc1C(=O)Nc1ccnn1C1CCN(Cc2cnn(C)c2)CC1	14	-21	-1	12	4	4
48	COc1ccc(NC(=O)CCc2nnc3ccc(NCc4ccco4)nn23)cc1OC	19	10	29	-8	-1	-6

item	hiPSC survival	NR2E3 ag-1	KKLEB cytotox	HIF-2a inh	NR2E3 ag-2
37	2.9	2	-4	2	-9
38	-0.4	1	-16	23	-8
39	-2.0	6	-2	11	-34
40	-0.1	1	-1	11	9
41	2.0	-1	6	14	-13
42	1.4	-1	1	12	5
43	3.6	nt	-4	8	-15
44	-1.6	2	-4	-251	-120
45	-0.1	nt	-11	-5	-6
46	-2.3	2	-5	-284	-96
47	-0.4	-1	6	14	-7
48	-0.4	5	0	1	13

Next compounds follow.
item	smiles	TRPM1 prom inh	Shn3 inh set2	CF NFkB inh	TRAIL sens C8	EBV LMP1 NFkB	Peg3 promoter
49	O=C(NCc1ccc(C(F)(F)F)cc1)c1ccc2c(c1)S(=O)(=O)c1ccccc1C2=O	9	-13	6	4	-3	1
50	COc1ccc(N(C(C)C(=O)NN=C2CCCC2)S(C)(=O)=O)cc1 (centres undefined)	-3	8	-7	-9	-2	1
51	CCC(C)C(=O)Nc1nc(-c2ccc3c(c2)NC(=O)CO3)cs1 (centres undefined)	1	6	-7	-9	-2	-16
52	Cn1cccc1CC(=O)N/N=C\c1ccccc1	3	2	-24	-11	-13	-14

item	hiPSC survival	NR2E3 ag-1	KKLEB cytotox	HIF-2a inh	NR2E3 ag-2
49	2.7	4	-1	-3	-9
50	-0.5	0	-1	10	-6
51	-2.6	-4	0	-85	-16
52	-0.4	-2	4	-12	10
